# FN deposit inh: inhibitors of fibronectin matrix deposition, primary screen, AH1F cells, Alexa488-fibronectin fluorescence, plate reader; AH1F fibroblasts, overnight; inhibition, % at 12.6 µM; 350,000 compounds, 0.086% hits;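 active = mean inhibition across replicates of 30% or more, regardless of how many single replicates reach that level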;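 also: positive control wells lacked labelled fibronectin entirely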
#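 Material: AH1F fibroblast monolayer depositing Alexa488-labelled fibronectin into matrix / Amount: 10000 AH1F cells per well / Signal: fluorescence 485/525 nm / Medium: DMEM, 2% serum / Compound: single dose, pinned / Incubation: 1 h cell adhesion before compound, then overnight fibronectin incubation / Reagent: Alexa488-FN, 24 nM final / Read-out: inhibition of fibronectin deposition signal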
# CASP6 VEID inh: human caspase-6 inhibitors, primary screen, biochemical, VEID-R110 fluorescence, single point, set 2; P55212; purified caspase-6, Z-VEID-R110 cleavage fluorescence; inhibition, % at 12.5 µM; 350,000 compounds, 0.53% hits; AID 686996, 2013;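 active = mean inhibition across replicates at least about 35%, with every replicate also reaching that limit, limit read from the data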;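 also: 0% = median of neutral control wells and 100% = no fluorescence left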
# Target sequence (P55212 24-179 limits assumed): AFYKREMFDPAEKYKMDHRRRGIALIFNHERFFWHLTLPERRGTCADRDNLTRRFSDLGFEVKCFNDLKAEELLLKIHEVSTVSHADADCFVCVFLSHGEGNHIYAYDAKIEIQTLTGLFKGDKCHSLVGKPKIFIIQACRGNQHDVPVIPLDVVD
# Target sequence (P55212 194-293 limits assumed): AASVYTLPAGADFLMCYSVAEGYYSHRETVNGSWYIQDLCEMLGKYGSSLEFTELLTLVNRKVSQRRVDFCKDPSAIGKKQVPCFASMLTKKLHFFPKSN
# C2C12 statin: suppressors of statin myotoxicity in C2C12 myotubes, primary screen, cell-based, single point, plate reader; 330,000 compounds, 0.78% hits; rescue of ATP level, % at 7.49 µM; C2C12 myotubes + simvastatin, ATP luminescence, 48 h; scaled: DMSO 0, geranylgeraniol control 100;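 active = mean ATP rescue above about 67%, or every replicate alone reaching that limit, limit read from the data, passing the limit was not always enough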;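 also: myotubes were challenged with 10 µM simvastatin during compound exposure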
# LGR2 inh: inhibitors of bursicon-induced LGR2 CRE-luciferase signal, primary screen, cell-based, HEK293, CRE-luciferase reporter, bursicon stimulation | bursicon-stimulated, 4 h | Drosophila bursicon receptor LGR2 (rickets) | inhibition, % at 9.99 µM | 380,000 compounds, 0.35% hits | AID 720647, 2013;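 active = drop in luminescence signal, shown as inhibition above about 50% in the replicate tests, limit read from the data, passing the limit was not always enough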;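 also: agonist challenge used bursicon conditioned medium at about half maximal strength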
# SIRT5 block: SIRT5 desuccinylase inhibitors, primary screen, biochemical, fluorescence imaging, single point, set 5; NAD-dependent protein deacylase sirtuin-5, mitochondrial (Homo sapiens), Q9NXA8; Purified SirT5, succinyl-peptide AMC, trypsin-coupled fluorescence; inhibition, % at 15 µM; 330,000 compounds, 1.1% hits; AID 652115, 2013; in the data active = inhibition above about 15%
# Target sequence (Q9NXA8 whole entry, looked up): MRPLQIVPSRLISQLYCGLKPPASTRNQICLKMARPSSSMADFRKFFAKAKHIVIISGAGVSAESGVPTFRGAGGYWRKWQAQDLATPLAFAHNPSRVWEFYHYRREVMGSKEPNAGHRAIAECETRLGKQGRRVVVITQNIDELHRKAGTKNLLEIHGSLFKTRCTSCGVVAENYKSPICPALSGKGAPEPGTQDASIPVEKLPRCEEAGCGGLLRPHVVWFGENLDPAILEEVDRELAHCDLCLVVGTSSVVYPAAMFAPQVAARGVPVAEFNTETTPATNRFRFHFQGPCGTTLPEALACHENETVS
# S100A4 inh HTS: inhibitors of S100A4-myosin IIA peptide binding, primary screen, biochemical, fluorescence polarization, TAMRA-MyoIIA peptide. Protein S100-A4 (Homo sapiens), P26447. inhibition, % at 10.7 µM. 360,000 compounds, 0.14% hits. AID 652163, 2013;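 active = mean inhibition of at least 70% across replicates, with every replicate also reaching that level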
# Target sequence (P26447 whole entry, looked up): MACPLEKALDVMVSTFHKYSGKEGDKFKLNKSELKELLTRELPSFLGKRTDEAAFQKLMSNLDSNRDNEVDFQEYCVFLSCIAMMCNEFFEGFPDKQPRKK
#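 Material: S100A4 monomer protein / Buffer or medium: 50 mM HEPES pH 7.2, 10 mM CaCl2, 100 mM KCl / Times: 5 min incubation before reading / Benchmarks: neutral control DMSO, positive control TFP / Reagent: labelled myosin peptide probe, 5 nM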
# esBAF inh: Bmi1 luciferase reporter increase in mESCs, primary screen, esBAF inhibitor project, mouse ES cells, Bmi1 luciferase knock-in, single point. 350,000 compounds, 2% hits. reporter increase, % at 12.5 µM. 24 h; 100% = twice the neutral-well signal; in the data active = activation above about 40%;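 also: 0% = median of the plate's neutral control wells and 100% = double that signal; a rise in the Bmi1 reporter signal indicates esBAF inhibition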
# Numbers without * were called inactive; . = not tested or not shown; & = joins results of further samples.
SMILES	C2C12 statin	S100A4 inh HTS	FN deposit inh	esBAF inh	LGR2 inh	CASP6 VEID inh	SIRT5 block
Cc1cc(C)n(CC(=O)Nc2ccc([N+](=O)[O-])cc2)n1	.	0.8	.	.	-10.7	0.8	2.5
CCN1CCN(C(=O)c2cc3ccc(OC)cc3[nH]2)CC1	3.1	-1.0	-2.3	28.9	-19.9	-1.9	-1.9
COc1cccc(NC(=O)N2[C@H](CO)[C@H](c3ccccc3)[C@@H]2CNC(C)C)c1	10.1	-11.7	0.4	-0.6	10.8	-2.2	0.0
CC(=O)c1ccc(N=C2SCCCN2C(=O)C2CCCC2)cc1	.	-1.6	-4.2	.	.	0.5	0.3
COc1ccc(-c2ccc(-c3nnn(CC(C)=O)n3)cc2)cc1	6.6	.	-26.9	22.0	.	.	.
O=C(CCN1CCN(CCO)CC1)Nc1ccc(Br)cc1	.	-5.5	-2.5	.	13.3	8.2	-2.8
CCC(=O)NCCc1nc2cc(NC(=O)c3ccc(F)cc3)ccc2n1C	3.8	-4.6	5.1	39.2	-29.9	-1.2	-2.8
COc1ccc2[nH]c(=O)c(CN(Cc3cccnc3)S(=O)(=O)c3ccccc3F)cc2c1	-38.6	-7.0	2.3	2.1	11.5	-1.3	0.3
CC(C(=O)NCc1cccs1)N1C(=O)c2ccccc2C1=O (configuration not stated)	8.0	-1.1	.	-4.8	4.6	-2.9	18.8*
O=S(=O)(NCCCCCNS(=O)(=O)c1ccccc1)c1ccccc1	.	-6.4	1.5	2.3&20.6	.	.	.
C[C@H](CO)N1C[C@H](C)[C@H](CN(C)S(=O)(=O)c2ccccc2)Oc2c(NS(=O)(=O)c3ccccc3)cccc2C1=O	-3.6	0.2	.	4.1	-16.8	-1.6	1.7
O=C(c1ccc2c(c1)OCO2)C1CCCN(C(=O)Nc2ccc(F)cc2F)C1 (configuration not stated)	.	7.7	0.6	.	2.5	-6.1	-2.7
Cc1cc(C)n2nc(C(=O)OCC(=O)N(C)Cc3ccccc3)nc2n1	.	33.5	-0.4	.	1.7	-5.6	-5.7
Cc1ccc(NC(=S)NCC(C)CSc2ccc(Cl)cc2)cc1 (configuration not stated)	.	11.9	2.5	.	21.0	2.2	-10.3
C/C=C/c1ccc2c(c1)O[C@H](CN(C)C(=O)c1ccccc1)[C@H](C)CN([C@@H](C)CO)S2(=O)=O	-1.2	-8.4	-2.2	1.5	9.1	-1.1	2.1

# Ordered by formula weight (largest number first): part of the list above
SMILES	C2C12 statin	S100A4 inh HTS	FN deposit inh	esBAF inh	LGR2 inh	CASP6 VEID inh	SIRT5 block
C[C@H](CO)N1C[C@H](C)[C@H](CN(C)S(=O)(=O)c2ccccc2)Oc2c(NS(=O)(=O)c3ccccc3)cccc2C1=O	-3.6	0.2	.	4.1	-16.8	-1.6	1.7
Cc1cc(C)n2nc(C(=O)OCC(=O)N(C)Cc3ccccc3)nc2n1	.	33.5	-0.4	.	1.7	-5.6	-5.7
Cc1cc(C)n(CC(=O)Nc2ccc([N+](=O)[O-])cc2)n1	.	0.8	.	.	-10.7	0.8	2.5

# (next part)
SMILES	C2C12 statin	S100A4 inh HTS	FN deposit inh	esBAF inh	LGR2 inh	CASP6 VEID inh	SIRT5 block
COc1ccccc1N1CCN(S(=O)(=O)CCNC(=O)c2cccs2)CC1	-0.7	9.4	1.8	9.4	1.0	0.8	-0.9
C[C@@H]1CCCCO[C@H](CN(C)Cc2ccc(C(F)(F)F)cc2)[C@H](C)CN([C@@H](C)CO)C(=O)c2cc(NC(=O)NC3CCCCC3)ccc2O1	.	-9.1	11.2	-2.4	4.5	-4.8	-2.0
CCCC#Cc1ccc2c(c1)O[C@H](CN(C)CC1CCOCC1)[C@H](C)CN([C@H](C)CO)S2(=O)=O	-6.3	4.2	.	-5.0	3.3	-1.3	8.3
COc1ccc(C#Cc2ccc3c(c2)[C@@H]2[C@@H](CCN2C(=O)c2ccccc2F)[C@@H](CO)N3C)cc1	35.3	.	-2.4	-0.1	6.1	.	-3.6
C[C@@H]1CCCCO[C@H](CN(C)Cc2ccc(Cl)c(Cl)c2)[C@H](C)CN([C@@H](C)CO)C(=O)c2cc(NC(=O)c3ccccc3)ccc2O1	.	-2.2	7.5	-3.1	2.2	-1.2	-0.3
CCOC(=O)c1cccnc1SCC(=O)N(CC)c1cccc(C)c1	-1.8	.	6.0	1.9	4.5	.	.
CCCNC(=O)N1[C@@H]2Cn3c(ccc(-c4ccc(OC)cc4)c3=O)[C@H]1[C@@H](C(=O)NC1CCC1)[C@@H]2CO	-6.8	4.5	-2.7	1.4	16.7	1.1	-85.0
CCCNc1ncnc2[nH]ncc12	-9.3	2.7	9.8	.	17.8	-5.5	0.1
C=CCNC(=S)NNC(=O)c1ccccc1	17.6	.	0.5	1.7	.	.	.
O=C(NCCc1ccc(F)cc1)C1CCCO1 (configuration not stated)	6.1	-1.7	12.0	-4.8	8.4	0.7	-0.6
CC1COC(C)(CC(=O)NN2C(=O)c3ccccc3C2=O)O1 (configuration not stated)	.	28.2	-0.7	.	-1.3	-4.9	1.9
CN(C)Cc1c(-c2ccc(Cl)cc2)nc2ccc(Cl)cn12	.	-2.4	3.9	.	3.9	2.9	1.4
COc1ccc(NC(=O)Nc2cccc3c2O[C@H](CN(C)Cc2ccncc2)[C@H](C)CN([C@@H](C)CO)C3=O)cc1	4.7	-0.1	.	-3.2	-11.4	0.1	-0.7
O=C1CC(SCc2nc3ccccc3[nH]2)C(=O)N1c1ccc(F)c(Cl)c1 (configuration not stated)	-9.4	.	-1.8	-0.3	.	.	.
CCN1CCN(S(=O)(=O)c2ccc(Cl)c(C(=O)Nc3ccccc3N3CCOCC3)c2)CC1	5.4	-9.5	1.3	3.2	2.9	-3.4	-2.6
CCc1cc(Cn2nc(-c3ccccc3)cc2C(=O)NCC2CC2)on1	5.3	-3.6	-5.7	-2.7	-14.4	0.9	.
CCCCC(C(=O)NC1CCCC1)N(Cc1ccccc1)C(=O)c1snc(C(N)=O)c1N (configuration not stated)	-9.9	-3.8	2.9	-0.1	8.9	4.5	0.7
O=C(N/N=C/C(Cl)=C/c1ccccc1)c1ccc2c(c1)OCO2	-4.1	4.7	12.3	23.3	-40.8	0.6	-1.0
CC(=O)N1CCN(c2ccc(NCc3ccc(C)s3)cc2)CC1	-13.5	2.1	-5.5	9.4	.	-0.5	-1.7
CN(C)C(=O)C[C@@H]1C[C@@H]2c3cc(NC(=O)Nc4ccccc4)ccc3O[C@@H]2[C@H](CO)O1	0.3	.	1.6	-2.4	6.2	.	.
CC1CCCC(NC(=O)CCC(=O)N2CCOc3ccccc32)C1C (configuration not stated)	-0.1	9.5	-4.6	6.7	2.7	-3.8	0.5
O=C(CN(CC1CCCO1)C(=O)CNS(=O)(=O)c1ccc(F)cc1)NCc1ccc(F)cc1 (configuration not stated)	3.9	-0.1	-0.1	-3.7	-19.8	-8.7	-0.5
Cc1[nH]c(=O)[nH]c(=O)c1/C=N/NC(=O)CCCCCNC(=O)OC(C)(C)C	-0.6	-2.0	2.5	5.9	12.8	-1.4	1.2
CN(C)S(=O)(=O)c1cccc(C(=O)NC(=S)N(CCC#N)Cc2cccnc2)c1	.	-7.2	6.3	.	2.5	0.5	-2.9
COCCC(=O)N1CCC(Oc2ccc(C(=O)NCCSC)cc2)CC1	-6.6	-4.1	-5.0	-4.4	-12.8	-1.8	-3.6
CCOC(=O)c1ccc(NC(=O)C(=O)NCCc2ccc(OC)cc2)cc1	7.7	-6.3	-9.2	10.3	-19.8	-2.0	-4.3
CN(C)CCCN1C(=O)[C@@]2(Cc3ccccc31)c1ccccc1C(=O)N(Cc1ccccc1C(F)(F)F)[C@H]2c1ccc(CO)cc1	.	6.5	.	.	.	2.7	-1.0
O=C(NC[C@@H]1[C@H](c2ccccc2)[C@H](CO)N1CC1CC1)c1cccnc1	-6.6	3.3	4.2	2.5	-4.8	1.0	10.5
CC1SCC(=NOCc2ccccc2)CS1 (configuration not stated)	.	-1.5	1.8	.	-33.9	0.1	-3.2
Cn1cc(S(=O)(=O)NC[C@H]2O[C@@H](n3cnc4c(N)ncnc43)[C@H](O)[C@@H]2O)cn1	-4.3	-2.3	1.2	-5.2	0.7	3.3	-1.7
O=S(=O)(NCC1CCCO1)c1ccc2c(c1)OCCO2 (configuration not stated)	-7.0	.	10.4	-4.4	.	.	.
O=C(Cc1cccs1)NCCn1ccc2ccccc21	-0.8	-2.6	-5.5	-5.9	-19.6	-1.4	-11.6
COCC(=O)N1[C@@H](CO)[C@@H]2c3ccccc3N(C(=O)c3cccnc3)C[C@@H]21	-8.2	1.0	-4.3	-1.1	4.7	0.1	3.9
CNC(=O)C[C@@H]1CC[C@H]2[C@H](COc3ccc(NC(=O)Nc4ccccc4OC)cc3C(=O)N2C)O1	-36.8	2.1	-5.7	2.1	14.0	1.7	-3.1
O=C(Cn1cc2c(n1)CCCC2)NCCCN1CCCC1	12.8	-3.2	4.8	-7.2	-1.4	-103.5	-4.8
CCC(C)C(NC(=O)OCc1ccccc1)C(=O)OCN1C(=O)c2ccccc2C1=O (configuration not stated)	6.2	.	-9.1	2.7	.	.	.
C[C@H](CO)N1C[C@H](C)[C@H](CN(C)S(=O)(=O)c2ccc(Cl)cc2)Oc2ccc(NS(=O)(=O)c3cn(C)cn3)cc2CC1=O	-12.3	10.2	-18.1	0.6	3.8	.	4.2
OCC1CCCN(C(=S)Nc2ccc(Nc3ccccc3)cc2)C1 (configuration not stated)	1.6	4.1	4.6	46.9*	-146.5	3.5	0.6
CC(C)c1ccc(C(=O)N2CCOCC2c2cc(C(=O)Nc3ccccc3)no2)cc1 (configuration not stated)	-5.4	-4.9	-2.9	10.5	1.5	-2.4	.
Oc1cccc(Nc2nc(-c3ccccc3Cl)nc3ccccc23)c1	-10.2	-9.0	-9.7	1.9	12.0	1.2	1.4
Cc1ccc(NC(=O)CN(C)C(=O)c2cc(C)on2)cc1	1.6	0.6	6.0	3.1	8.2	0.2	-2.7
c1ccn2cc(CSc3nnc4ccccn34)nc2c1	.	-2.0	.	.	-23.5	1.7	0.0
CN1C(=O)c2cc(NC(=O)Nc3cccc(Cl)c3)ccc2OC[C@H]2O[C@H](CC(=O)O)CC[C@@H]21	8.0	0.9	4.4	0.9	-3.8	-1.2	0.8
Cc1ccc(NC(=O)Cn2cc(C=O)c3ccccc32)cc1C	18.6	5.9	4.9	1.4	16.3	-0.6	-2.3
C[C@@H]1CCCCO[C@H](CN(C)C(=O)C2CCCCC2)[C@@H](C)CN([C@H](C)CO)C(=O)c2cc(NC(=O)Cc3ccccc3)ccc2O1	-18.7	-9.7	.	0.4	22.9	1.3	-1.7
O=C(CN1C(=O)C2CC=CCC2C1=O)OCc1cc(=O)n2cc(Br)ccc2n1 (configuration not stated)	.	3.5	0.7	.	-10.4	0.7	-2.0
COc1ccc(/C=N/Nc2nc(N)cc(Cl)n2)cc1OC	.	-7.2	12.8	.	12.6	2.6	2.6
Cc1cccc(OCC(O)CN2CCNCC2)c1 (configuration not stated)	-10.2	-6.7	-7.8	-3.5	-5.1	-8.9	.

# Looked up above.
# CCCCC(C(=O)NC1CCCC1)N(Cc1ccccc1)C(=O)c1snc(C(N)=O)c1N (configuration not stated) in CASP6 VEID inh is listed with 4.5
# CCC(=O)NCCc1nc2cc(NC(=O)c3ccc(F)cc3)ccc2n1C in LGR2 inh is listed with -29.9
# COc1ccc2[nH]c(=O)c(CN(Cc3cccnc3)S(=O)(=O)c3ccccc3F)cc2c1 in S100A4 inh HTS is listed with -7.0
# COCC(=O)N1[C@@H](CO)[C@@H]2c3ccccc3N(C(=O)c3cccnc3)C[C@@H]21 in FN deposit inh is listed with -4.3

# High-throughput results as filed in PubChem BioAssay.

# This is a subset; count on the stated rates, not on these rows.
